# Source: PubChem
# KCNH2 3.1 block – blocks the human KCNH2 3.1 channel isoform. U2OS KCNH2 3.1, thallium flux FluxOr; hits give low values. actives 0.95% (n = 340,000). AID 720553. activity change, % (tested at about 1.8 µM);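 active means maximum activity change below -70%; inconclusive means maximum activity change from -70% to -50%; inactive means maximum activity change above -50%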;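 further: thallium influx rate constant from kinetic fluorescence after stimulation buffer; on the % scale 0 is the no-effect control and ±100 the full control effect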
#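 Channel expression came from 3.1 mutant virus (1.77 x 10^8 /mL) applied to suspended U2OS cells for 4 h. Flux was tracked with FluxOr dye plus Red40 quencher, and kinetic rate constants normalized to controls.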
# FBPA coupling cs – counter-screen for Giardia aldolase inhibitors: coupling enzyme system; coupling enzyme system counterscreen, AmpLite Red fluorescence; activity change, negative = inhibition, % at 58.2 µM, hits read low; actives 0.67% (n = 290,000); AID 2472; in the data active means activity change below about -30%; further: on the % scale 0 is the no-effect control and ±100 the full control effect
#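 Activity here indicates interference with the coupling reaction, not aldolase inhibition. Compounds at 57.5 uM final met coupling enzymes for 10 min at RT; substrate and AmpLite Red detection followed, with a 525/598 nm fluorescence read after 20 min.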
# PKM2 act – PKM2 (human) enzyme activation. purified PKM2, Kinase-Glo ATP luminescence, activation; response scale: 0% is enzyme alone, no compound. Potency, µM (top dose mostly 57.5 µM), inactives show top-dose activation, hits mostly activators. AID 1631. actives 0.34% (n = 260,000). P14618; further: potency means the concentration at half of the fitted maximal effect; on the % scale 0 is the no-effect control and ±100 the full control effect; nearly all actives have a fitted effect of over 55% in size
#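 hPK-M2, >95% pure; 0.1 mM ADP / 0.5 mM PEP final; imidazole pH7.2 buffer w/ 7 mM MgCl2, 50 mM KCl; 1 h RT; Kinase-Glo lum. Intermediate enzyme activity for dual inhibitor/activator qHTS.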
# USP2a inh – blocks human ubiquitin-specific protease USP2a. USP2 core, Ub-CHOP2 coupled fluorogenic reporter, 485/531. Potency, µM (highest dose often 38.3 µM), inactives show top-dose activity change, negative = inhibition, most hits filed as inhibitors. actives 0.01% (n = 330,000);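 further: potency means the concentration at half of the fitted maximal effect; plate controls were DMSO wells for no effect and full inhibition by NEM control for full effect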
#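 Deubiquitinase activity read as fluorescence (485/531 nm) after Ub-CHOP2 cleavage activates the enterokinase reporter on its substrate; USP2 core 10nM, Ub-CHOP2 and substrate 25nM each, 30min compound preincubation then 60min RT; data normalized to NEM, curves fitted.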
# Giardia killer – kills Giardia lamblia; Giardia lamblia trophozoite viability; activity change, % at 7.66 µM, hits read low; actives 0.15% (n = 340,000); in the data active means activity change below about -80%; inconclusive means between about -30% and that limit;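 further: parasites exposed to compound for two days anaerobically before the ATP read; on the % scale 0 is the no-effect control and ±100 the full control effect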
#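 Killing of trophozoites was scored by loss of ATP luminescence after a 48 hrs anaerobic exposure to compounds at 37 deg C, using 100 cells per well.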
# Menin-MLL TR inh – inhibitors of human menin-MLL interaction, mutant MLL peptide | O00255 | Menin + Texas Red MLL mutant peptide, fluorescence polarization | Potency, µM (titrated, usually from 61.6 µM), for inactives: top-dose FP activity change, negative = inhibition, most hits filed as inhibitors | actives 0.23% (n = 270,000) | AID 1768; active means well fitted inhibition curve with a large enough effect in the polarisation, with a control signal flat, not every such curve was filed as active; inconclusive means small, poorly fitted or top-dose-only effect, or effect the other way, or a change in a side signal; inactive means no such curve, though single readings can be large or run the other way; the % refers to the polarisation; further: potency means the concentration at half of the fitted maximal effect; % of control where 0% means no effect; many of its hits are not listed in these tables
# GALK inh – blocks human galactokinase activity | P51570 | Purified GALK, Kinase-Glo residual ATP luminescence | Potency, µM (top dose mostly 57.5 µM), for the others: at the top dose activity change, negative = inhibition, hits mostly inhibitors | actives 0.007% (n = 270,000); further: potency means the concentration at half of the fitted maximal effect; on the % scale 0 is the no-effect control and ±100 the full control effect
# Target sequence (P51570 whole entry, looked up): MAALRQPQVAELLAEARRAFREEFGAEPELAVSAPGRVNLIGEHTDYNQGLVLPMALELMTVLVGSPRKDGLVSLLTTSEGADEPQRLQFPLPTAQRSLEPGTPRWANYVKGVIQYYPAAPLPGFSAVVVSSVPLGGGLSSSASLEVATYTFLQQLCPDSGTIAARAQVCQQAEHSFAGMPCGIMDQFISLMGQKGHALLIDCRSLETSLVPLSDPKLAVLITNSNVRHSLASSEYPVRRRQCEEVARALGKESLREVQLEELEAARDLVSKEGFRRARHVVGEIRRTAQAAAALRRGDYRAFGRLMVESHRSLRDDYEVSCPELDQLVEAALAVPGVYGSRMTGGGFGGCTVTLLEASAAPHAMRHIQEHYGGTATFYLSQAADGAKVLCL
#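 The enzyme phosphorylates galactose (100 uM) using ATP (35 uM); inhibition is detected as higher residual ATP, quantified by bioluminescence after 1 h reaction at room temperature, pH 8.0.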
# TRPV1 agonist – human TRPV1 agonism | activation, % at 8.33 µM | TRPV1-expressing cells, Fluo-8 calcium influx, agonist mode | actives 0.19% (n = 320,000) | Q8NER1 | AID 540275; in the data active means activation above about 80%; inconclusive means between about 30% and that limit; further: 0% is about no effect
#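 TRPV1-expressing cells were cultured overnight at 35.5C and loaded with Fluo-8 calcium dye for 40 to 90 min at room temperature. After a 10 s baseline, compound was added and calcium influx was read kinetically for 3 min (ex 480/em 520 nm).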
# B2AR arrestin – recruits beta-arrestin to the human beta2-adrenergic receptor. P07550. beta-arrestin recruitment to beta2AR, cell-based reporter. Potency, µM (top dose mostly 46.1 µM), inactives show at the highest dose activation, usual class: activators. actives 0.02% (n = 330,000). AID 492947;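 further: potency means the concentration at half of the fitted maximal effect; 0% = DMSO controls and full agonism = EC100 isoproterenol or metaproterenol; nearly all actives have a fitted effect of over 65% in size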
# Target sequence (P07550 whole entry, looked up): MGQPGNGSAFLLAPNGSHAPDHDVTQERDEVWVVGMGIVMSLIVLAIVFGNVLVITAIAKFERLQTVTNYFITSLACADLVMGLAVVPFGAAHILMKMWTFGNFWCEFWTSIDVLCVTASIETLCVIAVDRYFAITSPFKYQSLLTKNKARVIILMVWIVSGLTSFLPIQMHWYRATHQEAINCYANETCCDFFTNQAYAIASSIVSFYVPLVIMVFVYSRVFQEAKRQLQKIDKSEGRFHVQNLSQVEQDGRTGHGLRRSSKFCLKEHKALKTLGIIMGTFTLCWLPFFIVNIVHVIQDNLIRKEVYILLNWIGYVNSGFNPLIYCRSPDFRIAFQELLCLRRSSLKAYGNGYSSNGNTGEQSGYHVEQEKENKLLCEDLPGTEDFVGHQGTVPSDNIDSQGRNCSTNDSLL
# hERG WT inh – KCNH2 (human, wildtype) channel inhibition | Q12809 | U2OS, BacMam KCNH2, thallium flux FluxOr; hits give low values | activity change, % at 1.84 µM | actives 0.37% (n = 340,000);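 active means maximum activity change below -70%; inconclusive means maximum activity change between -70% and -50%; inactive means maximum activity change above -50%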; further: on the % scale 0 is the no-effect control and ±100 the full control effect
#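 U2OS cells were transduced with wild-type KCNH2 virus (2.03 x 10^8 / mL) for 4 h at room temperature, then cultured overnight at 37 C. Thallium flux was read with FluxOr dye. Rate constants were normalized to DMSO controls.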
# MLL CXXC-DNA inh – MLL CXXC-DNA interaction inhibition | Potency, µM (titrated, usually from 115 µM), without a hit: at the top dose activity change, negative = inhibition, hits mostly inhibitors | AID 2662 | MLL-CXXC / FITC-HOXA9 DNA fluorescence polarization | Q03164 | actives 0.037% (n = 290,000); active means well fitted inhibition curve with a large enough effect in the polarisation, with a control signal flat, not every such curve was filed as active; inconclusive means small, poorly fitted or top-dose-only effect, or effect the other way, or a change in a side signal; inactive means no such curve, though single readings can be large or run the other way; the % refers to the polarisation; further: potency means the concentration at half of the fitted maximal effect
#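 Fluorescence polarization: 7 uM MLL-CXXC (stock) preincubated 5 min with compounds, then 50 nM fluorescein-HOX-A9 DNA (stock) added; 30 min ambient. Buffer 50 mM Tris-HCl pH 7.5, 50 mM NaCl, 1 mM DTT, 0.05% BSA.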
# * marks the source's active call; other numbers are inactive results; ? = inconclusive; . = no result given; [ ] = another dose, or the depositor's remark. Unless noted, the call rests on the fitted dose curve; in most records, active means well fitted curve in the direction sought with a large enough effect; inconclusive means small, poorly fitted or top-dose-only effect, or another doubt; inactive means no such curve, though single readings can be large; an effect the other way counts as inactive or inconclusive. Not all compounds are listed (hit frequency here may not be typical).
SMILES,KCNH2 3.1 block,FBPA coupling cs,PKM2 act,USP2a inh,Giardia killer,Menin-MLL TR inh,GALK inh,TRPV1 agonist,B2AR arrestin,hERG WT inh,MLL CXXC-DNA inh
Cc1cc(=O)oc2cc(OCC(=O)OCC(=O)Nc3ccccc3Br)ccc12,8.7,4.0,-4.4%,2.4%,-0.2,.,-1.3%,0.9,0.0%,4.1,1.5%
CCOc1ccc(/C=N/N2CCN(Cc3ccccc3)CC2)cc1,6.8,3.5,-2.9%[11.5 µM],1.3%,-17.9,-12.0%,2.7%,12.0,-0.2%,-0.8,5.3%
Nc1ccc(-c2nc3nc(N)nc(N)c3nc2-c2ccc(N)cc2)cc1,5.9,2.1,4.6%,6.0%,8.5,6.3%,.,2.3,-0.2%,1.6,38.5%[activator]
O=C(O)c1ccc(NC(=O)c2ccc3c(c2)C(=O)N(c2ccccc2)C3=O)cc1,33.3,0.2,.,2.8%,2.3,16.8%,.,-7.0,-0.5%,6.9,5.2%
CCOC(=O)Cn1c(CN2CCN(C(=O)c3ccco3)CC2)nc2c1c(=O)n(C)c(=O)n2C,7.9,-1.9,.,-6.9%,3.6,-1.5%,-3.6%,-1.7,-0.4%,-12.4,7.6%
COc1ccccc1CNC(=O)CSc1nnc2c(n1)[nH]c1ccc(F)cc12,-44.1,4.2,-5.0%,-5.1%,2.2,?,8.6%,1.1,0.0%,1.1,6.1%
O=C1CSC(c2ccccc2)N1c1nc(-c2ccc(Cl)cc2Cl)cs1 (stereo not given),-1.2,-4.2,3.0%,-1.0%,15.6,0.3%,0.1%,-1.9,-1.2%,-1.8,7.6%
O=C(NC1CC1)C1CC(=O)N(c2ccccc2)C1 (stereo not given),-0.3,1.4,.,2.2%,7.9,-14.6%,6.4%,-0.9,0.2%,-5.6,1.3%
N#Cc1c(N2CCCCC2)nc(N)c2c(N)nc(SCC(=O)O)cc12,5.4,-31.7*,13.5%,3.6%,-1.0,.,?,1.5,0.2%,9.8,-0.8%
CN(c1ccccc1C(=O)Nc1ccc(S(=O)(=O)N2CCCC2)cc1)S(C)(=O)=O,0.3,-0.4,-3.1%,3.3%,-6.3,-0.5%,0.6%,4.0,-0.8%,-5.2,16.5%
COc1ccc(/C=N/n2c(N)nc(-c3ccccc3)c2-c2ccccc2)cc1,-12.2,-2.6,-2.3%,-2.3%,-8.9,-7.2%,-2.9%,3.0,-0.3%,8.1,4.6%
CC(C)Cc1ccccc1O,.,-0.1,-7.5%,1.1%,.,1.5%,.,1.0,-0.8%,.,12.4%
COC(=O)N/N=C\c1ccc(OC/C=C/c2ccccc2)cc1,-1.7,-0.2,0.0%,-1.0%,0.0,-7.4%,-1.0%,10.6,-0.3%,-31.4,6.4%
O=C(O)CN1C(=O)/C(=C\c2cccc(OCc3ccc(Cl)cc3)c2)SC1=S,-8.0,11.3,6.4%,1.2%,-12.3,?,-12.0%,-0.8,0.2%,-19.2,-14.5%
O=C(C[C@@H]1C/C=C\C[C@@H](Cc2ccc(F)cc2)C(=O)OC[C@@H]2CCCN2C1=O)N[C@H](CO)Cc1ccccc1,2.0,.,.,5.5%,-9.2,.,.,.,-0.7%,-22.4,.
CC1CCN(CCCNC(=O)c2cc3sccc3n2C)CC1,4.8,-0.2,-14.6%,2.6%,10.2,-9.3%,1.9%,-2.4,-0.5%,43.3,0.2%
CS(=O)(=O)N(CC(=O)N1CCCCCC1)c1ccccc1,9.9,2.0,-1.9%,-1.1%,-12.6,22.6%,-2.4%,0.8,-0.3%,0.6,-0.8%
CCOC(=O)N1CCN(C(=O)c2ccc(Cn3c(=S)[nH]c4cc5c(cc4c3=O)OCO5)cc2)CC1,-14.8,0.6,-6.5%,2.8%,20.9,5.3%,-3.2%,0.4,0.1%,-6.0,7.2%
CN(C)CCCNC(=O)c1cc2sc3ccccc3c2s1,-13.7,-1.8,-9.1%,1.1%,13.8,-19.1%,8.0%,9.7,-0.1%,6.0,-24.2%
Cc1ccccc1NS(=O)(=O)c1ccc(NC(=O)N2CCCCC2)cc1,-2.0,4.6,-1.2%,0.4%,22.9,2.4%,-0.3%,12.6,0.1%,-4.3,-3.4%

# Some values from the entries so far.
# CC1CCN(CCCNC(=O)c2cc3sccc3n2C)CC1 in KCNH2 3.1 block: 4.8
# O=C(C[C@@H]1C/C=C\C[C@@H](Cc2ccc(F)cc2)C(=O)OC[C@@H]2CCCN2C1=O)N[C@H](CO)Cc1ccccc1 in KCNH2 3.1 block: 2.0

# (next part)
SMILES,KCNH2 3.1 block,FBPA coupling cs,PKM2 act,USP2a inh,Giardia killer,Menin-MLL TR inh,GALK inh,TRPV1 agonist,B2AR arrestin,hERG WT inh,MLL CXXC-DNA inh
NC(=O)c1ccc(N2CCCCC2)c(N2C(=O)C3C4C=CC(C4)C3C2=O)c1 (stereo not given),7.5,0.9,3.1%,-0.7%,-3.9,-5.5%,2.3%,-4.9,-1.0%,-9.1,-1.4%
O=C(NNC(=O)c1ccc(S(=O)(=O)N2CCCC2)cc1)c1ccc(Br)cc1,-11.3,.,.,-1.3%,10.0,.,.,5.4,4.1%,3.0,.
CC1(C)CC(=O)c2sc(NC(=O)c3ccccc3)nc2C1,.,5.1,-25.0%,3.0%,.,18.2%,5.1%,?,-0.3%,.,-10.0%
COc1cc(/C=C2/NC(=O)N(Cc3ccccc3F)C2=O)cc(OC)c1O,22.2,-7.7,11.2%,6.9%,10.0,3.2%,-1.3%,-2.9,0.1%,6.3,4.8%
CCN1CCN(C(=O)N[C@@H](C(=O)N[C@@H]2C(=O)N3[C@@H]2SC(C)(C)[C@@H]3C(=O)O)c2ccccc2)C(=O)C1=O,.,-0.7,0.8%,-0.4%,.,5.8%,-2.7%,0.6,0.4%,.,4.4%
CN(CC(=O)OCC(=O)NCC(F)(F)F)S(=O)(=O)c1ccc(Cl)cc1,34.4,-0.3,-1.4%,3.0%,?,3.5%,0.7%,0.6,-0.2%,3.6,5.0%
O=S1(=O)N=C(N2CCN(c3ccc(F)cc3)CC2)c2ccccc21,-9.2,6.2,-5.5%,6.2%,-5.1,1.5%,0.9%,7.2,0.1%,-6.9,4.8%
COc1ccc(C(C(=O)NC2CCCCC2)N(C(=O)CCl)c2ccc(Cl)cc2)cc1 (stereo not given),3.7,-2.7,-2.3%,0.6%,7.8,-20.0%,0.6%,0.5,-1.0%,14.3,11.2%
CCNS(=O)(=O)c1ccc(CCC(=O)O)cc1,2.6,4.0,4.6%,3.8%,-13.4,2.8%,3.9%,-1.9,-0.1%,-0.4,18.4%
CSc1ncccc1C(=O)Nc1nc2ccc(Oc3ccccc3)cc2s1,-26.7,-3.2,-5.5%,2.8%,?,-24.8%,2.6%,21.5,-0.5%,.,-1.7%
Cc1cnc(NC(=O)CN(C)S(=O)(=O)c2ccc(Cl)cc2)s1,0.1,-4.0,-8.4%,-3.0%,17.2,11.4%,0.3%,21.8,0.4%,0.2,-3.2%
CC(=O)Nc1c(C(=O)O)oc2ccc(Cl)cc12,-10.7,0.2,0.6%,-0.8%,-4.4,31.2%[activator],-0.7%,1.5,0.0%,0.7,-2.3%
O=C(Nc1nc2ccccc2[nH]1)c1cccc(Br)c1,7.1,0.3,-6.8%,1.9%,-18.2,?,1.0%,24.7,0.4%,2.9,23.6%
COc1ccc(C(C(C(=O)c2cccs2)N2CCOCC2)N2CCOCC2)cc1OC (stereo not given),-15.0,-0.5,0.1%,3.2%,11.4,6.3%,-2.0%,1.7,0.4%,1.0,-2.2%
COc1ccc2c(=O)cc(C(F)(F)C(F)(F)F)oc2c1,2.8,-1.4,-7.6%,2.3%,-8.3,0.0%,3.0%,-4.9,-1.1%,2.3,-14.2%
O=C(c1ccc(N2CCOCC2)c([N+](=O)[O-])c1)N1CCCCC1,-3.4,.,.,3.0%,5.5,.,-5.5%,0.8,-0.7%,4.2,26.6%
CC[C@]12c3[nH]c4cc(CCC(=O)N(C)C)ccc4c3CCN1C(=O)[C@@H](CC(=O)NC(C)(C)C)C[C@@H]2C(=O)N1CCN(C(=O)c2ccco2)CC1,4.4,.,.,1.1%,5.3,.,.,.,0.0%,-1.7,.
Cc1cccc(NCc2ccccc2O)c1,-7.1,-2.6,0.7%,2.4%,-1.3,18.6%,-0.9%,5.0,0.1%,-2.4,6.3%
CN1CCN(CCCNCc2cn(CCC#N)c3ccccc23)CC1,-18.6,-1.9,.,3.2%,-7.6,?,-4.0%,-1.4,0.3%,-3.7,?
